Screening results: PubChem, several laboratories
NSD2 HMT inh: NSD2 (human) methyltransferase inhibition; O96028; NSD2 peptide methylation, AlphaScreen, 120 min; inhibition, % at 12.5 µM; 310,000 tested, 0.54% active; in the data active means inhibition above about 50%
SR-BI DiI inh: inhibitors of mouse SR-BI mediated HDL lipid uptake | ldlA[mSR-BI] CHO cells, DiI-HDL uptake fluorescence, 3 h | inhibition, % at 12.5 µM | 320,000 tested, 0.96% active | Q61009;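 active means mean replicate inhibition of at least 70% and a set share of replicates each scoring 70 or more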;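 further: 0% = median of neutral control wells and 100% = median of positive control wells; values of inactives mirror those of a sister screen read the other way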
Target sequence (Q61009 whole entry, looked up): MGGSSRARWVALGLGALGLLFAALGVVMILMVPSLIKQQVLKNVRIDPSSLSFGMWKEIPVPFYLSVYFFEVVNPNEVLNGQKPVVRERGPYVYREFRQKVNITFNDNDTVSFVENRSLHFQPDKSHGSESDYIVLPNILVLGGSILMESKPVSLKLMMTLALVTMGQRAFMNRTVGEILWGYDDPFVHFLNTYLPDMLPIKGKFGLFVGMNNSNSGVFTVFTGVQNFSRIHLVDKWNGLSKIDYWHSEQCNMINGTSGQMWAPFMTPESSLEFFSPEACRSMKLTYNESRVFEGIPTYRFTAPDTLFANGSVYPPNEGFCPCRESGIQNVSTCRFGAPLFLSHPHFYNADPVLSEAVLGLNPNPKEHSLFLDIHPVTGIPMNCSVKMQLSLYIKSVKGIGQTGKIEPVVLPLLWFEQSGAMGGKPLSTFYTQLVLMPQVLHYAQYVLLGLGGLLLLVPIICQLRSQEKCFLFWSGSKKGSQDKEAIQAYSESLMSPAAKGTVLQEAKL
CDK5 p35 inh: blocks human CDK5/p35 kinase activity. Q00535+Q15078. Recombinant CDK5/p35, ADP-Glo luminescence, 60 min. inhibition, % at 10 µM. 330,000 tested, 0.01% active. AID 488839;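 active means highest replicate inhibition of at least 50% and at least 75% of replicates reaching 50%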;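 further: plate controls were DMSO neutral control for no effect and GW8510 at 10 µM for full effect; many of its hits are not listed in these tables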
PKA-R2B activ: activators of human PKA-R2B complex; 340,000 tested, 0.079% active; activation, % at 11.4 µM; P22694+P31323; PKA-R2B holoenzyme dissociation, Cy5-IP20 fluorescence polarization; R2B truncated from residue 108, S112A mutant; 0% DMSO only, 100% 113 µM cGMP;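 active means activation above a cutoff set at the mean over all compounds plus 3 SD, cut at about 18% in these data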;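 further: higher means more holoenzyme dissociation and a rise in polarization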
Target sequence (P31323 whole entry, looked up, other chains not shown, the tested form may be a part): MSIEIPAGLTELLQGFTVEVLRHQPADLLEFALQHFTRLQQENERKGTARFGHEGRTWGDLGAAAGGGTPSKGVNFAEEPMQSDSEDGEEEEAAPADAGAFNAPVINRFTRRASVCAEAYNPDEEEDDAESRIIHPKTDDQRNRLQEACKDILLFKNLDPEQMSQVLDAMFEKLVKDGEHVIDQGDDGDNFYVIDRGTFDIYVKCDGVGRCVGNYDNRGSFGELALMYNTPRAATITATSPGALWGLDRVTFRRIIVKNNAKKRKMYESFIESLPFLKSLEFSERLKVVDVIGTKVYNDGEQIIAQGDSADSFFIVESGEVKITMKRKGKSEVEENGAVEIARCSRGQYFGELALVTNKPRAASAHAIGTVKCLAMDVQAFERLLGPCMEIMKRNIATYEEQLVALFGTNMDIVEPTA
MITF TRPM1 HTS: activators of MITF-driven TRPM1 promoter activity in SK-MEL-5 cells | 300,000 tested, 0.75% active | SK-MEL-5 TRPM1-promoter luciferase, 24 h; % of positive control, neutral wells = 0 | activation, % at 12.5 µM | AID 588334;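 active means mean activation of at least 80% with every replicate also reaching 80%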;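 further: 0% = neutral control wells and 100% = parthenolide positive control wells; values of inactives mirror those of a sister screen read the other way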
SR-BI DiI-HDL act: activators of SR-BI mediated HDL lipid uptake | 320,000 tested, 0.096% active | CHO ldlA[mSR-BI] cells, DiI-HDL uptake fluorescence, 3 h; 100 = double the neutral-control signal | activation, % at 12.5 µM;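 active means mean replicate activation of at least 60% and every replicate at or above 60%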;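 further: 0% = median plate neutral-control signal and 100% = twice that signal; values of inactives mirror those of a sister screen read the other way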
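System: LDL receptor-deficient CHO ldlA cells overexpressing murine SR-BI | Timing: 3 h uptake period with compound, 37 °C | Medium: HEPES-buffered (25 mM, pH 7.4) F12 plus 0.5% BSA | Dosing: Single-point compound dose | Signal: Bottom-read fluorescence, 550/595 nm | Read-out: Retained DiI signal reflecting DiI-HDL uptake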
SUMO Mot1 rescue: inhibitors of SUMOylation pathway: yeast Mot1-301 growth rescue; growth rescue, % at 18.8 µM; S. cerevisiae Mot1-301 growth rescue, ATP luminescence, 38.5C; percent above DMSO median, 100 means doubled; 320,000 tested, 1% active;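 active means every valid replicate shows activation above 250% relative to neutral control wells; inactive means the rest, any valid replicate at or below 250%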;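 further: OY570 slx delta 5 strain wells were the positive control but not used for scaling; some compounds called inactive have numbers as strong as hits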
PKA-R1A activ: PKA-R1A complex activation; P00514+P68181; PKA-R1A dissociation, Cy5-IP20 fluorescence polarization; scaled: DMSO 0%, 113 µM cGMP 100%; activation, % at 11.4 µM; 340,000 tested, 0.083% active; AID 504707;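 active means percent activation above the mean of all tested compounds plus 3 SD, cut at about 19% in these data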;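 further: higher means more PKAc released from R1A so a rise in polarization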
DSG3 Ab inh: human desmoglein-3 autoantibody binding inhibition | P32926 | DSG3-coupled beads, scFv-anti-DSG3-GFP binding, flow cytometry; active compounds read low | binding (percent of control), % at 10 µM | 310,000 tested, 0.48% active;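 active means binding more than 3 SD below its plate's average and above zero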;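 further: hits lower antibody fragment binding to DSG3; some compounds called inactive have numbers as strong as hits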
Arr AP2 block: inhibitors of human beta-arrestin and AP2 interaction | FITC-arrestin peptide / GST-AP2 beads, flow cytometry; AP2 beta2 appendage carries R879A mutation | inhibition, % at 10 µM | 340,000 tested, 0.31% active | AID 504490;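 active means inhibition above a set limit, near 3 SD of compounds lacking own fluorescence, cut at about 54% in these data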;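 further: plate controls were DMSO wells for no effect and 5 µM unlabelled arrestin peptide for full effect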
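System: GST-AP2 R879A glutathione beads; medium: PBS, Tween 20 0.05%, BSA 0.1%; reagent: fluorescein-tagged arrestin peptide at 50 nM final; schedule: pre-incubation 12 min, peptide binding 1 h, room temperature; detection: flow cytometry, FL1 (488/535 nm); read-out: inhibition as reduced fluorescein signal on beads, percent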
dFosB act: mouse delta FosB homodimer activation; 340,000 tested, 0.99% active; P13346; activation, % at 25 µM; purified delta FosB, TAMRA-CDK5 oligo fluorescence polarization; percent of positive-control signal above neutral wells;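 active means mean activation above about 17%, with every replicate also reaching it, limit read from the data, passing the limit was not always enough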;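 further: fluorescence polarization rise as delta FosB binds a TAMRA Cdk5 AP-1 oligo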
An asterisk follows results filed as active; i = inactive; . = no result given. This is a random part of the collection. Share with any hit: about 4.7%.

Abbreviations: A = NSD2 HMT inh; B = SR-BI DiI inh; C = CDK5 p35 inh; D = PKA-R2B activ; E = MITF TRPM1 HTS; F = SR-BI DiI-HDL act; G = SUMO Mot1 rescue; H = PKA-R1A activ; I = DSG3 Ab inh; J = Arr AP2 block; K = dFosB act
> Cc1cc(C)nc(NNC(=O)c2ccccc2O)n1
  A: .	B: -4	C: -1.1	D: -9	E: -4	F: 4	G: -6	H: -3	I: 104	J: 2	K: -1

> Cc1ccccc1C(=O)NCC(c1ccco1)N1CCc2ccccc2C1 (configuration not stated)
  A: 1	B: -14	C: 0.8	D: -12	E: 5	F: 14	G: -5	H: -3	I: 97	J: -16	K: -6

> CC1CCCN(c2nc3ccccc3nc2C(C#N)S(=O)(=O)c2cccs2)C1 (configuration not stated)
  A: -2	B: -11	C: -6.9	D: -8	E: 7	F: 11	G: 41	H: -10	I: 100	J: 1	K: -3

> C#CCCc1cscc1/C=[N+](\[O-])c1ccc(C(=O)OCC)cc1
  A: .	B: 13	C: -1.2	D: -3	E: 34	F: -13	G: -25	H: -9	I: 132	J: -1	K: -7

> Cn1cc(C(=O)c2ccc(Cl)cc2Cl)cc1C(=O)NN
  A: 7	B: 25	C: -0.6	D: 7	E: -5	F: -25	G: 1	H: -1	I: 92	J: 5	K: -4

> CC1(C)N(OCc2ccccc2)C(=O)C(=O)N(OCc2ccccc2)C1(C)C
  A: 0	B: -8	C: -0.2	D: 8	E: -4	F: 8	G: 3	H: -7	I: 103	J: -8	K: -2

> CS(=O)(=O)c1ccc(NC(=O)c2ccccc2-n2cnnn2)cc1
  A: 21	B: -2	C: -0.2	D: 6	E: -7	F: 2	G: -20	H: 8	I: 101	J: 31	K: 0

> O=C(NNC(=O)c1cccc2ccccc12)c1ccc(F)cc1
  A: 0	B: 9	C: -8.0	D: 0	E: -2	F: -9	G: .	H: -5	I: 126	J: -2	K: -2

> COc1ccc(-c2cc(C)nc(SCC(=O)c3cccc([N+](=O)[O-])c3)n2)cc1
  A: -9	B: 62	C: 0.4	D: 3	E: -3	F: -62	G: i	H: 1	I: 104	J: -3	K: -4

> O=C(Cn1cnc([N+](=O)[O-])n1)NCCO
  A: .	B: -22	C: -1.8	D: -1	E: 1	F: 22	G: 10	H: -4	I: 106	J: 4	K: 5

> CCOC(=O)CCc1c(C)nc2cc(-c3ccc(Cl)cc3)[nH]n2c1=O
  A: -4	B: 2	C: -1.1	D: -9	E: 16	F: -2	G: -6	H: -7	I: 75	J: 8	K: -1

> COc1ccc(CN2CCN(C(=O)CCC(=O)Nc3nnc(C(C)C)s3)CC2)cc1F
  A: -2	B: 1	C: 1.8	D: -1	E: -9	F: -1	G: 12	H: -2	I: 97	J: 17	K: -8

> COc1ccc(/C(C)=N/NC(=O)CNC(=O)/C=C/c2ccccc2OC)cc1
  A: 2	B: 35	C: 0.3	D: -1	E: -15	F: -35	G: 8	H: -3	I: 99	J: -5	K: -12

> Cc1ccc(S(=O)(=O)N2CCN(C)CC2)cc1-c1nnc2c3ccccc3c(C)nn12
  A: -2	B: -9	C: -0.4	D: 10	E: .	F: 9	G: 5	H: -3	I: 97	J: -4	K: -14

> COc1ccc(NC(=O)c2cccnc2Cl)c(S(=O)(=O)N2CCOCC2)c1
  A: -4	B: -9	C: -1.4	D: -13	E: -1	F: 9	G: 3	H: -6	I: 78	J: -6	K: -9

> COc1ccc(Nc2nc(OC)nc(N3CCOCC3)n2)cc1
  A: .	B: -12	C: 0.9	D: -6	E: 0	F: 12	G: 266	H: -9	I: 98	J: 42	K: -2

> C=CCNC(=O)c1ccc(OC2CCN(S(=O)(=O)N(C)C)CC2)cc1
  A: 0	B: 12	C: 0.2	D: -6	E: 36	F: -12	G: 0	H: -11	I: 103	J: 11	K: -10

> CN(C)S(=O)(=O)c1cccc(NC(=O)COC(=O)C2CCN(C(=O)c3ccc(F)cc3)CC2)c1
  A: -2	B: 9	C: 3.7	D: -3	E: 9	F: -9	G: -5	H: -12	I: 108	J: -7	K: -9

> Cc1cc(C(=O)NNC(=S)NCc2ccccc2)no1
  A: -1	B: -10	C: 0.7	D: 0	E: -6	F: 10	G: .	H: 6	I: 105	J: -13	K: -3

> Cc1ccc2nc(-c3ccccn3)cc(C(=O)NCCc3ccc(F)cc3)c2c1
  A: -2	B: 1	C: -0.1	D: 2	E: -6	F: -1	G: 261	H: -7	I: 107	J: -5	K: 0

> COc1ccc(-c2nnc3ccc(SCC(=O)N4CCN(c5ccccc5)CC4)nn23)cc1
  A: -10	B: 11	C: 0.8	D: -1	E: -4	F: -11	G: .	H: -13	I: 92	J: -6	K: -4

> CN(C(=O)c1cccc(NC(=O)Cc2cccc(NC(=O)C3CCN(C(=O)C4CCCC4)CC3)c2)c1)C1CCC1
  A: .	B: 35	C: 0.0	D: -1	E: -9	F: -35	G: .	H: 3	I: 97	J: -4	K: -9

> CCCSc1cc(=O)n(-c2ccc(F)cc2)nc1C(=O)OCC
  A: -5	B: 17	C: 0.1	D: -10	E: -12	F: -17	G: -2	H: -4	I: 111	J: 12	K: -2

> NS(=O)(=O)c1ccc(NC(=O)COC(=O)c2cccc(S(=O)(=O)N3CCCC3)c2)cc1
  A: 1	B: 18	C: -1.1	D: -5	E: 4	F: -18	G: 0	H: -10	I: 87	J: -14	K: -8

> Cc1ccc(NC(=O)C2CCN(C(=O)c3ccc(F)cc3)CC2)nc1
  A: -2	B: -25	C: -0.4	D: -7	E: -11	F: 25	G: 5	H: -10	I: 112	J: 18	K: -6

Some of the entries so far, with values under each structure.
Values run as follows: NSD2 HMT inh, SR-BI DiI inh, CDK5 p35 inh, PKA-R2B activ, MITF TRPM1 HTS, SR-BI DiI-HDL act, SUMO Mot1 rescue, PKA-R1A activ, DSG3 Ab inh, Arr AP2 block, dFosB act
CCCSc1cc(=O)n(-c2ccc(F)cc2)nc1C(=O)OCC
    -5, 17, 0.1, -10, -12, -17, -2, -4, 111, 12, -2
CC1(C)N(OCc2ccccc2)C(=O)C(=O)N(OCc2ccccc2)C1(C)C
    0, -8, -0.2, 8, -4, 8, 3, -7, 103, -8, -2
COc1ccc(CN2CCN(C(=O)CCC(=O)Nc3nnc(C(C)C)s3)CC2)cc1F
    -2, 1, 1.8, -1, -9, -1, 12, -2, 97, 17, -8

The results go on:
Abbreviations: A = NSD2 HMT inh; B = SR-BI DiI inh; C = CDK5 p35 inh; D = PKA-R2B activ; E = MITF TRPM1 HTS; F = SR-BI DiI-HDL act; G = SUMO Mot1 rescue; H = PKA-R1A activ; I = DSG3 Ab inh; J = Arr AP2 block; K = dFosB act
> Cc1nnc(SCC(=O)c2c[nH]c3ccccc23)n1C1CC1
  A: 19	B: -11	C: 0.5	D: 5	E: -28	F: 11	G: -16	H: -1	I: 95	J: 9	K: -16

> COC(=O)C1=CO[C@@H](OC2OC(CO)C(O)C(O)C2O)[C@@H]2C(CO)=CC[C@H]12 (some centres not stated)
  A: .	B: -21	C: -0.9	D: 6	E: 0	F: 21	G: 4	H: 0	I: .	J: 2	K: 8

> O=C(CC1Oc2ccc(Cl)cc2NC1=O)NC1CCCCCC1 (configuration not stated)
  A: .	B: 9	C: -1.2	D: 4	E: 1	F: -9	G: 174	H: -5	I: 107	J: 12	K: -3

> COc1ccccc1CCN1CCCC(CN(C)C(=O)CCC(=O)N(C)C)C1 (configuration not stated)
  A: 0	B: -5	C: 0.0	D: -4	E: -10	F: 5	G: -18	H: 1	I: 102	J: 5	K: 8

> Nc1ccccc1Sc1c[nH]c2ccccc12
  A: 1	B: -1	C: 1.3	D: 13	E: -16	F: 1	G: -14	H: 3	I: 102	J: -18	K: -8

> O=c1[nH]c2ccc(NCc3ccccc3OCc3ccc(Cl)cc3)cc2[nH]1
  A: 4	B: 72*	C: 1.5	D: 3	E: 36	F: -72	G: 4	H: -8	I: 99	J: 12	K: -3

> Cc1nnc(NC(=O)CCn2cnc3ccccc3c2=O)s1
  A: -2	B: -13	C: -0.1	D: -8	E: -3	F: 13	G: -14	H: -8	I: 106	J: 34	K: 0

> COc1ccc2c(c1)OC[C@H]1[C@H]2N2C(=O)CN(Cc3ccc(C)cc3)C(=O)[C@@]2(C)[C@H]1c1ccccc1
  A: .	B: 1	C: 2.1	D: -1	E: 3	F: -4	G: 10	H: -10	I: 104	J: 3	K: -1

> COc1ccc(N2C(=O)CCC(C(=O)NCc3cccnc3)C2c2ccc(OC)c(OC)c2)cc1 (configuration not stated)
  A: -4	B: -16	C: .	D: 1	E: 7	F: 16	G: 359*	H: 6	I: .	J: 8	K: -9

> O=C(OCC(=O)N1CCOCC1)c1ccc(Cl)cc1[N+](=O)[O-]
  A: -7	B: .	C: -1.4	D: -2	E: 10	F: .	G: 45	H: -4	I: .	J: 20	K: 0

> Cc1nnc(SCCOc2ccccc2)s1
  A: -2	B: -9	C: -0.2	D: 6	E: 16	F: 9	G: -19	H: -6	I: 104	J: 10	K: -1

> Cc1cc(C)n(CCOc2ccc(Br)cc2)n1
  A: -1	B: -11	C: 0.6	D: 13	E: 6	F: 11	G: 25	H: 9	I: 92	J: -10	K: -10

> Cc1cc(C)c(S(=O)(=O)c2ccc(F)cc2C)c(=O)[nH]1
  A: 0	B: 15	C: -0.5	D: -7	E: -1	F: -15	G: -8	H: -5	I: 87	J: 26	K: -8

> CCCc1nnc(SCc2ccc(OCC)cc2)n1N
  A: 0	B: -14	C: 2.7	D: 3	E: -10	F: 14	G: -8	H: -16	I: 110	J: -5	K: 1

> COc1ccc(C)cc1-n1nnnc1SCC(=O)NC1CCCC1
  A: 16	B: 6	C: 0.0	D: -7	E: -8	F: -6	G: .	H: 3	I: 102	J: -3	K: -2
